HP1b binding inh = blocks HP1-beta chromodomain binding to methylated histone tails; P83916; AlphaScreen HP1-beta / biotin-H3K9me3 peptide binding; Potency, µM (doses to about 114 µM), for the others: at the highest dose activity change, negative = inhibition, most hits filed as inhibitors; actives 0.56% (n = 390,000); AID 540317; also: potency is read from the fitted curve at half-maximal effect; nearly all actives have a fitted effect of over 70% in size; inactives centre near 23
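Compound inhibition of the preformed complex between 50 nM HP1-beta and 50 nM biotinylated H3K9me3 peptide was read by AlphaScreen. Buffer was PBS pH 7.4 with 0.01% Tween-20. Incubations ran 30 min at room temperature, with 10 ug/mL donor/acceptor beads.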
Pin1 inhibitor = human Pin1 inhibition. Pin1 FP peptide displacement, HiFluor488, 10 min. Potency, µM (titrated, usually from 115 µM), without a hit: at the highest dose activity, negative = inhibition, usual class: inhibitors. actives 0.009% (n = 390,000). AID 504891; active = well fitted inhibition curve with a large enough effect in the polarisation, with a control signal flat, not every such curve was filed as active; inconclusive = small, poorly fitted or top-dose-only effect, or effect the other way, or a change in a side signal; inactive = no such curve, though single readings can be large or run the other way; the % refers to the polarisation; also: potency is read from the fitted curve at half-maximal effect; % is scaled to controls: 0 for no effect and ±100 for the full control effect
Target sequence (Q13526 whole entry, looked up): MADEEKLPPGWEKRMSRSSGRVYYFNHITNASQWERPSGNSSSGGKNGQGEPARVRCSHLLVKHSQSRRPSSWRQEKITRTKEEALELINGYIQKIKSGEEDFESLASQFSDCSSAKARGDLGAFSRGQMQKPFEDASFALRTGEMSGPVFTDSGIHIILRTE
BAZ2B inh = blocks human BAZ2B | actives 4.4% (n = 360,000) | AlphaScreen BAZ2B-H3K14Ac peptide displacement | Q9UIF8 | Potency, µM (highest dose often 114 µM), for the others: at the highest dose activity change, negative = inhibition, actives largely listed as inhibitors; also: potency is read from the fitted curve at half-maximal effect; % is scaled to controls: 0 for no effect and ±100 for the full control effect; nearly all actives have a fitted effect of over 60% in size
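AlphaScreen luminescence quantifies BAZ2B engagement of H3K14Ac peptide; the protein and biotinylated peptide are both at 50 nM final, buffer PBS pH 7.4 with 0.01% Tween-20, all steps at room temperature.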
JMJD2A Tudor = blocks the human JMJD2A Tudor domain | actives 4.4% (n = 390,000) | AlphaScreen JMJD2A-Tudor / H3K4me3 peptide binding | Potency, µM (top dose mostly 114 µM), without a hit: at the top dose activity change, negative = inhibition, usual class: inhibitors; also: potency is read from the fitted curve at half-maximal effect; % is scaled to controls: 0 for no effect and ±100 for the full control effect; nearly all actives have a fitted effect of over 50% in size
G9a block = G9a (human) methyltransferase inhibition; G9a H3K9 monomethylation, AlphaScreen, 2 h; Potency, µM (top dose mostly 102 µM), inactives show top-dose activity, negative = inhibition, usual class: inhibitors; Q96KQ7; actives 8.8% (n = 350,000); also: potency is read from the fitted curve at half-maximal effect; % is scaled to controls: 0 for no effect and ±100 for the full control effect; nearly all actives have a fitted effect of over 75% in size
Target sequence (Q96KQ7 913-1193 limits assumed): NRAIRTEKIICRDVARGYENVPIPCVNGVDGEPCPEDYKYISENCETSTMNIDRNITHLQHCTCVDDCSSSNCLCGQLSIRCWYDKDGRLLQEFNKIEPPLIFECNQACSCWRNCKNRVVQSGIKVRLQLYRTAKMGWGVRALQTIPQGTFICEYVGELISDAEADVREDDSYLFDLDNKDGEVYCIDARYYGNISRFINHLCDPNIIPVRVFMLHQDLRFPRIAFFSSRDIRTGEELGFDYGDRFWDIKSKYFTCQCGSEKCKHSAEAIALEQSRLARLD
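Step 1: enzyme (final 20 nM) with compound, 15 min RT. Step 2: substrate peptide 500 nM and SAM 20 uM, 2 h RT. Step 3: anti-H3K9me1 antibody and AlphaScreen beads, 10 min, then plate read.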
PI4K2A inh = inhibitors of human PI4K2A | Q9BTU6 | purified PI4K2A, ADP-Glo luminescence, 1 h; hits give low values | activity change, negative = inhibition, % at 76.9 µM | actives 0.13% (n = 420,000) | AID 1346378; in the data active = activity change below about -50%; inconclusive = mostly about -30% to -49%;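 also: -100% = wells without enzyme as full effect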
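ADP-Glo luminescence measured ADP generated by PI4K2A enzyme (4 ug/mL before mixing) with 1.2 mM PI substrate (pre-mix) and 300 microM ATP (pre-mix). Tris pH7.5 buffer with MgCl2, Triton X-100; 1 h reaction at ambient temperature.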
Tb PGK inh = inhibitors of T. brucei phosphoglycerate kinase | PGK/GAPDH coupled, Kinase-Glo luminescence, 60 min | Potency, µM (titrated, usually from 57.5 µM), without a hit: at the highest dose activity change, negative = inhibition, most hits filed as inhibitors | P07378 | actives 0.043% (n = 380,000); also: potency is read from the fitted curve at half-maximal effect; % is scaled to controls: 0 for no effect and ±100 for the full control effect; nearly all actives have a fitted effect of over 60% in size
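Recombinant glycosomal PGK reaction used 1,3-bisphosphoglycerate generated in-well by GAPDH (100nM final) in 100mM TEA pH 7.6, 5mM MgCl2, 0.01% Tween-20. After 60 minutes at room temperature, ATP was read by Kinase-Glo Plus luminescence end-point.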
ERG Ets-DNA blk = ERG Ets/DNA interaction inhibition; fluorescence polarization, His-ERG Ets domain / labelled DNA; Potency, µM (top dose mostly 76.9 µM), for inactives: at the highest dose FP activity, negative = inhibition, most hits filed as inhibitors; actives 0.028% (n = 370,000); active = well fitted inhibition curve with a large enough effect in the polarisation, with a control signal flat; inconclusive = small, poorly fitted or top-dose-only effect, or effect the other way, or a change in a side signal; inactive = no such curve, though single readings can be large or run the other way; the % refers to the polarisation;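 also: polarization taken with two DNA probes labelled with fluorescein and Texas red; potency is read from the fitted curve at half-maximal effect; % of control where 0% means no effect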
Target sequence (P11308 whole entry, looked up, the tested form may be a part): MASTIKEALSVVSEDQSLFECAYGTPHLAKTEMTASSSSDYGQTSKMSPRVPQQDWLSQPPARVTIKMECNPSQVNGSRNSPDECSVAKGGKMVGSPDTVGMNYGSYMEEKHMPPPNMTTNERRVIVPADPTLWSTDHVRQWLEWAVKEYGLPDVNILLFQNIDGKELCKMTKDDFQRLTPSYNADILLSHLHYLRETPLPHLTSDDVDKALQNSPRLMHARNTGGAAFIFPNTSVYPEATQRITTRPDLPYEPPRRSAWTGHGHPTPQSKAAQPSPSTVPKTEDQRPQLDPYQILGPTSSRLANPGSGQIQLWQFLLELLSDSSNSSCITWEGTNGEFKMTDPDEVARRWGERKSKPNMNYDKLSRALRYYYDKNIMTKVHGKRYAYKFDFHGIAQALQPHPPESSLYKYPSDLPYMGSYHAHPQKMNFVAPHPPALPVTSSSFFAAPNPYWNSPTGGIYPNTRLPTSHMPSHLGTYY
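His-tagged ERG Ets domain (1 uM in the protein solution; 300mM KCl, 50mM Tris-HCl, 1mM EDTA, 1mM DTT, pH 7.5) received compound, then a probe mix of 5 nM fluorescein-DNA and 100nM Texas-615-DNA. Fluorescence polarization was read for both dyes.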
GLS inhibitor = glutaminase GLS (human) inhibition. O94925. GLS enzymatic activity, qHTS titration. AID 624170. Potency, µM (series often up to 45.5 µM), without a hit: at the highest dose activity change, negative = inhibition, hits mostly inhibitors. actives 0.21% (n = 410,000); also: potency is read from the fitted curve at half-maximal effect; % is scaled to controls: 0 for no effect and ±100 for the full control effect
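Read-out is an Amplex red fluorescence increase coupled through glutamate oxidase and HRP, measured before and after 30 min room-temperature incubation. hKGA is in 45 mM KH2PO4 (pH 8.2) with 0.02% Tween-20; glutamine added as 1mM solution.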
* = called active by the depositor; i = inactive; ? = inconclusive; . = not tested or not shown; [ ] = remark or other dose. Unless noted, calls follow the shape of the dose curve; as a rule, active = well fitted curve in the direction sought with a large enough effect; inconclusive = small, poorly fitted or top-dose-only effect, or another doubt; inactive = no such curve, though single readings can be large; an effect the other way counts as inactive or inconclusive. The order is random. Share with any hit: about 11%.

G9a block	ERG Ets-DNA blk	Tb PGK inh	GLS inhibitor	HP1b binding inh	PI4K2A inh	BAZ2B inh	JMJD2A Tudor	Pin1 inhibitor	SMILES
7%	11%	9%	10%	10%	0	4%	-10%	-3%	CC(C)(C)c1ccccc1NC(=O)NC1CCN(Cc2c(F)cccc2Cl)CC1
?	-10%	-7%	9%	40%	-1	0%	3%	-5%	CCOC(=O)CSc1n[nH]c(NC(=O)c2cccc(C(F)(F)F)c2)n1
-21%[59 µM]	0%	-3%	-5%	22%	-2	2%	-15%	-2%	CC1CCC(NC(=O)c2ccc(CS(=O)(=O)c3ccc(Cl)cc3)o2)CC1 (stereo not drawn)
-5%[59 µM]	8%	i	-16%	12%	-4	-10%	-22%	-3%	O=C(NCCCN1CCCCC1)c1cc(Sc2ccc(Cl)cc2)nc2ccccc12
-4%	-3%	-7%	3%	27%	-1	-14%	-10%	-2%	CN(C)c1ccc(-c2nnn(CC(=O)Nc3ccc4c(c3)OCCO4)n2)cc1
0.4µM*	-2%	-4%	2%	21%	0	-34%	25µM*	2%	O=c1c2ccccc2cnn1Cc1n[nH]c(=S)n1-c1cc(Cl)cc(Cl)c1
13%[59 µM]	-4%	i	-8%	-2%	5	?	?	-5%	Cc1ccc2nc(SCC(=O)Nc3cccc([N+](=O)[O-])c3)[nH]c2c1
67%[activator][59 µM]	-4%	8%	-4%	25%	7	-12%	0%	2%	CON1C(=O)C(=O)N(OC)C2CCCCC21 (stereo not drawn)
10%	-9%	-1%	14%	7%	0	-7%	?	2%	O=C(NCc1ccccc1Cl)C1CCN(S(=O)(=O)c2ccc(N3CCCC3=O)cc2)CC1
37%	4%	-7%	-5%	30%	-3	-4%	4%	-1%	COc1ccc(C(C)(C)NC(=O)C2CCC(=O)N(C3CCCC3)C2)cc1OC (stereo not drawn)
?	-1%	7%	25%	-17%	9	?	?	5%	COc1cc(NS(=O)(=O)c2ccc3[nH]c4c(c3c2)CCCC4)cc(OC)c1OC
?	-4%	i	0%	-15%	0	-15%	5µM*	-5%	S=c1[nH]nc(C2CCCCC2)n1/N=C/c1ccncc1
.	-3%	10%	-15%	27%	4	-6%	-6%	0%	S=c1nc(-c2ccccc2)n(Cc2cccnc2)c2c1CCCC2
-2%	-6%	1%	14%	32%	-1	-4%	-13%	-8%	CN(CC(=O)N1CCCCCC1)S(=O)(=O)c1cccc2cccnc12
?	-4%	4%	-11%	-22%	-15	-35%	?	9%	COc1cc2c(cc1NC(=O)C(C)OC(=O)C1CC(=O)N(Cc3ccco3)C1)oc1ccccc12 (stereo not drawn)
52%[activator][59 µM]	-7%	.	-3%	70%[activator]	-1	-24%	-7%	10%	COc1cc(/C=N\NC(=O)c2ccc(C)nc2)ccc1OC(=O)c1ccc2c(c1)OCO2
-2%	7%	-7%	34%[activator]	21%	-1	7%	-6%	-2%	Cc1c(C)c2ccc(O)c(CN3CCCC3)c2oc1=O
.	1%	-13%	?	-8%	1	-36%	-19%	-2%	CN(C)CCNc1c(N)c(=O)oc2ccccc12
-33%	-5%	-2%	8%	14%	-1	5%	5%	-8%	O=C(Nc1ccccc1F)c1cnccn1
-30%[59 µM]	3%	-5%	20%	12%	0	-1%	-22%	-1%	Cc1ccnc(NS(=O)(=O)c2ccc(NC(=O)c3ccc(C)c(C)c3)cc2)n1

A section taken from the entries so far:
G9a block	ERG Ets-DNA blk	Tb PGK inh	GLS inhibitor	HP1b binding inh	PI4K2A inh	BAZ2B inh	JMJD2A Tudor	Pin1 inhibitor	SMILES
-21%[59 µM]	0%	-3%	-5%	22%	-2	2%	-15%	-2%	CC1CCC(NC(=O)c2ccc(CS(=O)(=O)c3ccc(Cl)cc3)o2)CC1 (stereo not drawn)
-5%[59 µM]	8%	i	-16%	12%	-4	-10%	-22%	-3%	O=C(NCCCN1CCCCC1)c1cc(Sc2ccc(Cl)cc2)nc2ccccc12

Next part.
G9a block	ERG Ets-DNA blk	Tb PGK inh	GLS inhibitor	HP1b binding inh	PI4K2A inh	BAZ2B inh	JMJD2A Tudor	Pin1 inhibitor	SMILES
?	1%	10%	8%	25%	-10	-8%	-11%	-2%	CC(C)CCNC(=O)c1nn(C)c2c1CSc1ccccc1-2
6%[2.33 µM]	-1%	i	-2%	35%	-3	1%	-3%	1%	O=C1N[C@H](Cc2ccccc2)CO1
2%	6%	-1%	0%	-15%	-1	-21%	-16%	0%	COc1ccc(S(=O)(=O)N2CCOCC2)cc1Br
0%[59 µM]	3%	i	8%	18%	-1	-5%	-6%	-2%	COc1cc(C(=O)NCC(c2cccnc2)N2CCc3ccccc3C2)cc(OC)c1OC (stereo not drawn)
-22%	5%	-11%	5%	0%	-1	-23%	?	-3%	COc1cccc(N2CCN(c3ccc4nnc(CCC(=O)N5CCC(C)CC5)n4n3)CC2)c1
?	-7%	-2%	-2%	-17%	5	11%	-30%	-3%	O=C(NC(=S)Nc1cccc(Cl)c1N1CCCC1)c1ccc(-c2cccc([N+](=O)[O-])c2)o1
-3%	-5%	2%	1%	29%	-2	-6%	-1%	2%	COCCNC(=O)c1ccccc1NC(=O)CCSc1ccccc1
?	1%	-3%	-2%	32%	-2	-20%	-19%	2%	O=C(CCS(=O)(=O)Cc1ccccc1)N1CCN(c2ccc([N+](=O)[O-])cc2)CC1
?	4%	-2%	7%	30%	-1	-3%	79µM*	-6%	COc1ccc(-n2c(SCC(=O)Nc3ccc(C(=O)O)cc3)nnc2-c2cccs2)cc1
7%	-2%	-3%	1%	11%	-2	0%	-26%	?	C=CCNc1nc(-c2cccc(OC)c2O)nc2ccccc12
4%	.	i	11%	6%	-1	-1%	-9%	-2%	O=C(CN1C(=O)CSc2ccccc21)NC1CCCC1
-14%	2%	0%	-15%	18%	2	0%	-11%	-1%	CCCc1nc(N2CCN(S(=O)(=O)c3ccc(Cl)cc3)CC2)c2c(C)c(C)sc2n1
?	-5%	-6%	7%	32%	-1	9%	-9%	-7%	CN(C)S(=O)(=O)c1ccc(C(=O)Nc2nnc(SCc3cccc(F)c3)s2)cc1
-6%	-23%	i	-4%	45%[activator]	1	3%	-15%	0%	O=C(Nc1nncs1)c1cc(S(=O)(=O)N2CCCCC2)ccc1Cl
-8%[59 µM]	8%	-10%	-3%	35%[57 µM]	4	8%	-6%	2%	COC(=O)Cn1c(=NC(=O)c2ccc3c(c2)OCCO3)sc2ccccc21
?	15%	-5%	-21%	20%	5	?	-26%	?	COc1ccc(-c2ccc(CCC(=O)O)n2CC(C)C)cc1
.	-6%	6%	4%	37%	-11	13%	-13%	5%	Cc1[nH]c(=O)c(C#N)c(C)c1Cc1ccc(Cl)cc1Cl
0%[59 µM]	-6%	-5%	16%	17%	3	-3%	-12%	4%	COc1ccc(C(=O)NNC(=O)Cc2ccc([N+](=O)[O-])cc2)cc1
?	17%	0%	11%	-8%	3	?	?	?	Cc1ccc(C2=C/C(=C/c3cccs3)C(=O)O2)cc1
?	-10%	i	31%[activator]	-39%	3	50µM*	79µM*	-7%	C=C(C)CC1Nc2ccccc2NC1CC(=C)C (stereo not drawn)

Structural class, the compounds so far with four or more nitrogen atoms.
G9a block	ERG Ets-DNA blk	Tb PGK inh	GLS inhibitor	HP1b binding inh	PI4K2A inh	BAZ2B inh	JMJD2A Tudor	Pin1 inhibitor	SMILES
?	-10%	-7%	9%	40%	-1	0%	3%	-5%	CCOC(=O)CSc1n[nH]c(NC(=O)c2cccc(C(F)(F)F)c2)n1
-4%	-3%	-7%	3%	27%	-1	-14%	-10%	-2%	CN(C)c1ccc(-c2nnn(CC(=O)Nc3ccc4c(c3)OCCO4)n2)cc1
0.4µM*	-2%	-4%	2%	21%	0	-34%	25µM*	2%	O=c1c2ccccc2cnn1Cc1n[nH]c(=S)n1-c1cc(Cl)cc(Cl)c1
13%[59 µM]	-4%	i	-8%	-2%	5	?	?	-5%	Cc1ccc2nc(SCC(=O)Nc3cccc([N+](=O)[O-])c3)[nH]c2c1
?	-4%	i	0%	-15%	0	-15%	5µM*	-5%	S=c1[nH]nc(C2CCCCC2)n1/N=C/c1ccncc1
-30%[59 µM]	3%	-5%	20%	12%	0	-1%	-22%	-1%	Cc1ccnc(NS(=O)(=O)c2ccc(NC(=O)c3ccc(C)c(C)c3)cc2)n1
-22%	5%	-11%	5%	0%	-1	-23%	?	-3%	COc1cccc(N2CCN(c3ccc4nnc(CCC(=O)N5CCC(C)CC5)n4n3)CC2)c1
?	-7%	-2%	-2%	-17%	5	11%	-30%	-3%	O=C(NC(=S)Nc1cccc(Cl)c1N1CCCC1)c1ccc(-c2cccc([N+](=O)[O-])c2)o1
?	4%	-2%	7%	30%	-1	-3%	79µM*	-6%	COc1ccc(-n2c(SCC(=O)Nc3ccc(C(=O)O)cc3)nnc2-c2cccs2)cc1
-14%	2%	0%	-15%	18%	2	0%	-11%	-1%	CCCc1nc(N2CCN(S(=O)(=O)c3ccc(Cl)cc3)CC2)c2c(C)c(C)sc2n1
?	-5%	-6%	7%	32%	-1	9%	-9%	-7%	CN(C)S(=O)(=O)c1ccc(C(=O)Nc2nnc(SCc3cccc(F)c3)s2)cc1
-6%	-23%	i	-4%	45%[activator]	1	3%	-15%	0%	O=C(Nc1nncs1)c1cc(S(=O)(=O)N2CCCCC2)ccc1Cl

Compound activity: PubChem BioAssay, National Center for Advancing Translational Sciences (NCATS)
